# Screens: PubChem, several laboratories
# PLC-beta3 inh – PLC-beta3 (human) inhibition, primary screen; Q01970; Purified PLC-beta3, fluorogenic substrate, fluorescence; inhibition, % at 12.2 µM; 370,000 tested, 0.18% active; in the data active = inhibition above about 11%;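 also: 0% = median of compound wells on plate and 100% = full blocker control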
# hgDAF12 agonist – activates the H. glycines DAF-12 receptor ligand-binding domain; activation, % at 6.8 µM; HEK293 GAL4-hgDAF12 UAS-luciferase reporter, agonist luminescence; normalized to butyrate control; 370,000 tested, 1.8% active;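 active = activation above a cutoff set at the mean of all screened compounds plus 3 SD, cut at about 10% in these data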;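 also: 0% = DMSO wells and 100% = sodium butyrate wells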
# ssDAF-12 act – activates DAF-12 receptor from parasite S. stercoralis. HEK293 ssDAF-12/GRIP1 lit1-tk-luc reporter, luminescence; % of 3 µM dafachronic acid response. activation, % at 6.8 µM. 370,000 tested, 1% active. AID 652126;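 active = activation above the mean over all tested compounds plus 3 SD, cut at about 0.9% in these data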;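 also: 0% = DMSO-only wells and 100% = 3 µM delta7-dafachronic acid wells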
# GAA850 FXN act – frataxin GAA850 promoter activation | activation, % at 6 µM | HEK293 lucGAA850 FXN promoter luciferase reporter, 24 h; percent of 10 µM SAHA response | 360,000 tested, 0.56% active;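 active = activation above the average of all compounds screened plus 3 SD, cutoff fixed separately per campaign, cut at about 7.5% in these data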;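 also: 0% = DMSO wells and 100% = 10 µM SAHA wells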
# DAX1 inh-1 – inhibitors of human orphan nuclear receptor DAX1 (NR0B1). HEK293 Gal4-DAX1 luciferase reporter, luminescence. inhibition, % at 6.75 µM. 340,000 tested, 0.99% active. AID 504766;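 active = inhibition above the mean over all tested compounds plus 3 SD, cut at about 4.2% in these data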;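 also: 0% = DAX1-transfected cells with DMSO and 100% = empty-vector control cells with DMSO; inhibition shows as a rise in luminescence from relieved DAX1 repression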
# Target sequence (P51843 207-470 limits assumed): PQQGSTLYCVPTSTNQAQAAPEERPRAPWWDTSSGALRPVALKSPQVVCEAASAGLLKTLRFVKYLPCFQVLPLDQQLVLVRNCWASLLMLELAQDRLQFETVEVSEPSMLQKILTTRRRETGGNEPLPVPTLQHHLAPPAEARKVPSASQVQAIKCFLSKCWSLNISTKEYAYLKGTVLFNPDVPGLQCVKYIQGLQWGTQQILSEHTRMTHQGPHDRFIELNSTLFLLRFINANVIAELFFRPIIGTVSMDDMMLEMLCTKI
# PG9 binder – binds the HIV-1 gp120 antibody PG9; inhibition, % at 6.7 µM; 360,000 tested, 0.43% active; TR-FRET gp120-PG9 antibody binding; in the data active = inhibition above about 8.5%
# hcDAF12 agonist – activates DAF-12 receptor from parasite H. contortus. HEK293 hcDAF-12 lit1-tk-luc reporter, luminescence; 0% DMSO, 100% Δ7-dafachronic acid. activation, % at 6.8 µM. 370,000 tested, 1.4% active;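 active = activation above the mean of all tested compounds plus 3 SD, cut at about 5.5% in these data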;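 also: 100% = response to 3 µM Δ7-dafachronic acid high control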
# Rev-erbA mod – modulates human Rev-erb alpha binding to DNA; P20393; Rev-erbα–FITC-DNA binding, fluorescence polarization, 90 min; activity, % at 10 µM; 370,000 tested, 0.79% active;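 active = activity above about 14%, limit read from the data; passing the limit was not always enough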;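 also: 0% = DMSO wells with 35 nM protein and 100% = DMSO wells with 750 nM protein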
# Target sequence (P20393 whole entry, looked up): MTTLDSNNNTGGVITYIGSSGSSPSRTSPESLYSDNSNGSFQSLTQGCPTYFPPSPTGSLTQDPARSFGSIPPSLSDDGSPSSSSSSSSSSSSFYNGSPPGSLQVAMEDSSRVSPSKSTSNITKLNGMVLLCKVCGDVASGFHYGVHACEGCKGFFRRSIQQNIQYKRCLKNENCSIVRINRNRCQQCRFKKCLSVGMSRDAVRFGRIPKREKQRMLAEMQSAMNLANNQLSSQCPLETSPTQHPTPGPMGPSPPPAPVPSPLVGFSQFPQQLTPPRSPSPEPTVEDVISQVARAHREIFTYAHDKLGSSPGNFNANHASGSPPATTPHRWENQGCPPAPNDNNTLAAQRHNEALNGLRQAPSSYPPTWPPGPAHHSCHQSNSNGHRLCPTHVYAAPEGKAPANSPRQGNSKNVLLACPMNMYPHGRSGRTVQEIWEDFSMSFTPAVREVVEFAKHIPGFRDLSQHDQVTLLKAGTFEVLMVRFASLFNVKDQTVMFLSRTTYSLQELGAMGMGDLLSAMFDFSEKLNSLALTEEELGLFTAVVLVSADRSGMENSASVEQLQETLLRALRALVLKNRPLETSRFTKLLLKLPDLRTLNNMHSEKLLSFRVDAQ
# SMARCA2 act – activators of SMARCA2 function | MG213 cells, MMTV-luciferase reporter, dexamethasone, overnight | activation, % at 9.1 µM | 370,000 tested, 1% active; in the data active = activation above about 7.8%;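 also: 0% = vehicle wells and 100% = reference activator wells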
# HGIII-sPLA2 inh – Inhibits HGIII-sPLA2 liposome hydrolysis, primary screen. AID 743126. inhibition, % at 12.2 µM. 370,000 tested, 0.56% active. QFRET BODIPY PC-A2 liposome hydrolysis, fluorescence;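 active = inhibition above mean plus 3 SD of compounds lying within the high and low control bounds, cut at about 19% in these data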;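 also: 0% = median of test compound wells and 100% = no enzyme DMSO wells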
# DAX1 inh-2 – inhibitors of DAX1 repression of SF-1 activated StAR promoter; HEK293T StAR-luciferase reporter, SF-1/DAX-1 repression relief; inhibition, % at 6.8 µM; 370,000 tested, 1.1% active; AID 652010;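 active = inhibition above the mean over all tested compounds plus 3 SD, cut at about 3.6% in these data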;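 also: 0% = DAX-1 cells with DMSO and 100% = cells lacking DAX-1 with DMSO; higher inhibition means more luminescence from relief of DAX-1 repression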
# * hit, by the source's call; nt = not tested or not shown.
SMILES,PLC-beta3 inh,hgDAF12 agonist,ssDAF-12 act,GAA850 FXN act,DAX1 inh-1,PG9 binder,hcDAF12 agonist,Rev-erbA mod,SMARCA2 act,HGIII-sPLA2 inh,DAX1 inh-2
Cc1ccc(C(=O)Nc2c(C)n(C)n(-c3ccccc3)c2=O)cc1S(=O)(=O)N1CCOCC1,-0.9,0.8,-1.4,1.4,-0.1,0.2,-1.8,-0.4,0.0,1.4,0.6
COc1cc(O)c(C=NN2C(=O)CSC2=S)c(OC)c1,-37.1,4.0,-0.9,-1.4,-0.1,-2.4,3.1,8.7,-2.8,18.0,0.5
Cc1cc([N+](=O)[O-])nn1Cc1noc(C(=O)NCCc2ccccn2)n1,-5.4,1.4,-0.2,0.0,0.2,1.3,0.8,-4.1,2.1,4.5,0.2
c1ccc(Sc2cnc3ccccc3n2)cc1,-1.3,6.2,-0.6,4.6,2.5,3.8,0.8,19.5*,5.2,1.3,0.4
Cc1cc(Br)ccc1NC(=O)CN1CCN(c2ccccn2)CC1,-10.8,-2.7,-1.1,0.1,0.1,0.3,-0.7,2.2,-4.8,6.9,-0.4
COCCN(C(=O)CSc1nnc(-c2cccs2)n1N)c1c(N)n(Cc2ccccc2)c(=O)[nH]c1=O,-3.2,-1.2,-0.8,-0.8,-0.5,-3.1,-1.7,-6.4,-1.4,-6.0,0.1
COCCn1nnnc1CN1CCC(O)(c2cccc(C(F)(F)F)c2)CC1,-6.1,-0.4,-1.9,-2.0,-0.5,-1.0,0.8,-0.5,-2.1,16.4,0.4
NNC(=O)CSCc1nc(-c2ccccc2)cs1,-6.1,-0.7,-1.5,-0.7,-0.3,-1.5,-1.1,4.7,-0.2,-6.0,0.2
O=C(Nc1ccc2nc[nH]c2c1)c1ccco1,-20.1,4.0,-0.9,2.6,0.9,-0.6,0.8,-1.6,7.6,1.6,0.3
CN1CCN(CCC(=O)Nc2ccc3c(c2)OCO3)CC1,-1.4,-1.3,-1.4,-1.9,1.0,-1.1,0.2,2.2,-5.0,0.3,-0.1
COc1cc2c(cc1OC)C(c1ccccc1)CC2=O (stereo not drawn),-5.5,-0.3,0.2,2.5,2.9,-2.3,-1.5,-3.5,-1.6,-2.5,-0.2
Cc1ccc(N(CC(=O)NCc2ccccn2)S(=O)(=O)c2ccccc2)cc1Cl,-1.4,0.2,-1.3,-0.2,0.4,0.3,-0.3,-1.1,-1.6,-5.6,-1.5
COc1ccc(C2(c3ccc(OC)cc3)NC(=O)N(CC(=O)Nc3ccccc3C)C2=O)cc1,-2.4,3.0,-0.6,-0.2,1.0,-1.1,0.8,3.6,-0.1,-22.5,0.4
COc1cc(NC(=O)c2ccccc2)c(OC)cc1NC(=O)CN1C(=O)N(C)C2(CCCCC2)C1=O,-0.3,-1.8,-0.7,-0.5,-1.0,-1.8,-2.1,4.0,-0.2,-4.0,-2.0
CCOC(=O)c1c(C)oc2c(F)c(F)c(F)c(F)c2c1=O,-106.8,-0.3,-1.0,2.4,0.8,0.8,-1.0,-5.6,1.3,-0.8,0.4
CCOc1cc(/C=N/Nc2nn3cnnc3c3ccccc23)ccc1O,-19.5,3.5,-1.9,0.0,-2.9,-5.6,-0.8,-2.8,-0.8,10.6,-0.4
Cc1ccc(C)c(OCC(=O)N/N=C/c2ccc(N3CCOCC3)cc2)c1,-55.2,1.8,-0.7,1.3,0.4,-1.7,-1.2,-0.9,-1.9,2.9,-1.5
C[C@H](CO)NC(=O)c1[nH]cnc1C(=O)Nc1cccc(Cl)c1,2.5,-1.1,-1.9,3.1,0.7,-0.1,-1.3,3.2,-3.5,-9.3,0.2
NC1=NC(=Nc2ccc(S(=O)(=O)N3CCOCC3)cc2)c2ccccc21,-1.7,5.1,-1.1,0.4,0.3,0.6,1.1,2.9,-0.3,-1.2,0.0
CCN(C)C1CN(Cc2cn(CCCOC)nn2)S(=O)(=O)C1 (stereo not drawn),4.0,2.2,-1.6,nt,nt,0.6,0.9,-2.5,-1.7,8.3,2.7
NC(=O)CC1NC(=O)c2ccccc21 (stereo not drawn),4.4,0.2,-1.4,1.2,1.3,-2.8,-1.4,-2.0,-3.5,4.7,0.1
Cc1cc(NC(=O)CSc2nnc(-c3ccccc3)n2C)no1,-0.9,-0.2,-1.2,0.9,0.1,-0.6,-1.3,-6.8,1.8,2.4,0.0
CSC(=Nc1cccc(C)c1)NC#N,1.3,-1.9,-1.7,2.9,0.3,-2.0,3.3,-4.9,-1.1,-5.3,-0.6
COC(=O)[C@]12C[C@H](CC(=O)N3CCCCC3)C(=O)N(CCC3=CCCCC3)C1=C[C@H](C1CCCC1)O[C@@H]2C,-6.8,1.5,-1.1,nt,nt,nt,0.4,-3.2,-6.2,6.5,1.0
CC/C(=N\N=C1\SC(C)C(=O)N1Cc1ccco1)c1ccccc1 (stereo not drawn),-4.2,6.9,-0.7,3.5,-0.6,0.1,0.8,-2.1,2.9,-6.5,-0.4

# Entries above that have a halogen, in the order listed:
SMILES,PLC-beta3 inh,hgDAF12 agonist,ssDAF-12 act,GAA850 FXN act,DAX1 inh-1,PG9 binder,hcDAF12 agonist,Rev-erbA mod,SMARCA2 act,HGIII-sPLA2 inh,DAX1 inh-2
Cc1cc(Br)ccc1NC(=O)CN1CCN(c2ccccn2)CC1,-10.8,-2.7,-1.1,0.1,0.1,0.3,-0.7,2.2,-4.8,6.9,-0.4
COCCn1nnnc1CN1CCC(O)(c2cccc(C(F)(F)F)c2)CC1,-6.1,-0.4,-1.9,-2.0,-0.5,-1.0,0.8,-0.5,-2.1,16.4,0.4
Cc1ccc(N(CC(=O)NCc2ccccn2)S(=O)(=O)c2ccccc2)cc1Cl,-1.4,0.2,-1.3,-0.2,0.4,0.3,-0.3,-1.1,-1.6,-5.6,-1.5
CCOC(=O)c1c(C)oc2c(F)c(F)c(F)c(F)c2c1=O,-106.8,-0.3,-1.0,2.4,0.8,0.8,-1.0,-5.6,1.3,-0.8,0.4
C[C@H](CO)NC(=O)c1[nH]cnc1C(=O)Nc1cccc(Cl)c1,2.5,-1.1,-1.9,3.1,0.7,-0.1,-1.3,3.2,-3.5,-9.3,0.2

# The listing continues.
SMILES,PLC-beta3 inh,hgDAF12 agonist,ssDAF-12 act,GAA850 FXN act,DAX1 inh-1,PG9 binder,hcDAF12 agonist,Rev-erbA mod,SMARCA2 act,HGIII-sPLA2 inh,DAX1 inh-2
COc1ccc(OC)c(S(=O)(=O)N(C)CC(=O)N2CCN(c3ccccc3)CC2)c1,-0.2,-0.7,-1.6,-1.3,0.4,0.3,-2.3,-5.7,-0.4,-2.0,-0.1
CC(C)C[C@@H]1COc2cc(N3CCOCC3)ccc2S(=O)(=O)N1,-2.1,2.6,-1.2,nt,nt,1.6,-0.8,-0.2,1.5,9.7,-0.9
CCNC(=S)NNC(=O)CSc1nc2ccccc2c(=O)n1-c1ccc(Cl)cc1,4.4,4.5,-1.1,nt,nt,nt,-0.8,-2.1,-4.8,32.0*,-1.3
Cc1cccc(NC(=S)NNC(=O)CCn2nc(C)c([N+](=O)[O-])c2C)c1,4.2,-0.5,-1.2,1.0,-0.2,3.4,1.6,1.1,-3.2,16.7,-0.5
O=C(CCCSc1nc2ccccc2s1)Nc1nccs1,-2.0,1.0,-0.1,0.0,-0.2,1.1,4.0,0.6,-3.7,0.0,-0.6
Cc1cnc(C(=O)OC(C)C(=O)Nc2ccc(Cl)cn2)cn1 (stereo not drawn),-3.7,0.5,-0.8,0.4,0.1,1.9,-0.7,-4.8,-1.3,4.5,0.3
Cc1cccc(NC(=O)CN(CC2CCCO2)C(=O)c2ccc(S(C)(=O)=O)cc2)c1C (stereo not drawn),-3.9,0.3,-0.9,0.9,-1.2,0.5,0.1,-3.9,-3.3,1.9,-0.1
CCn1cc([N+](=O)[O-])c(C(=O)N2N=C(c3ccc(O)c(OC)c3)CC2c2ccccc2O)n1 (stereo not drawn),-24.3,-2.1,-1.4,2.4,1.1,-0.1,-0.8,-4.8,-1.3,-23.7,-0.7
CCC1Nc2ncnc(N3CCN(c4ccccn4)CC3)c2N(Cc2ccc(Cl)cc2)C1=O (stereo not drawn),-1.9,-1.1,-1.0,0.0,0.8,-1.8,-0.1,0.1,-0.3,-13.8,-1.0
Cc1ccc(C)c(NC(=O)c2ccc3c(=O)n4c(nc3c2)CCC4)c1,-5.5,8.3,-0.7,4.2,0.4,1.0,1.8,-6.4,2.1,2.5,3.2
COc1ccc(N2CCN(C(CNC(=O)C(=O)NCCc3c[nH]c4ccccc34)c3ccco3)CC2)cc1 (stereo not drawn),-0.9,-3.0,-1.0,-0.2,-1.5,0.1,1.2,0.7,-1.3,-63.5,-0.6
CS(=O)(=O)N1CCC(C(=O)Nc2ccc3c(c2)OCO3)CC1,1.9,-2.2,-0.8,-2.6,0.1,1.6,-0.9,-2.3,2.5,-0.9,-0.2
COc1ccc(NC(=O)CC2(Cc3ccccc3)CCOC(C)(C)C2)cc1 (stereo not drawn),1.0,0.1,-0.3,0.8,-0.3,-0.3,0.9,-1.0,-0.6,-6.6,-0.1
CCOC(=O)C1=C(C)NC(=O)NC1/C=C\c1ccccc1 (stereo not drawn),-3.4,-0.4,-1.5,0.8,0.0,-0.9,-1.9,5.1,-0.6,-3.8,-0.4
O=C1c2ccccc2C(c2nnnn2Cc2ccccc2)N1CCCN1CCOCC1 (stereo not drawn),3.7,-0.5,-1.0,nt,nt,3.0,0.8,5.3,1.6,8.6,3.5
CCOc1ccccc1NC(=O)CSc1nnc(-c2ccco2)n1Cc1ccco1,-1.2,-1.3,-1.5,-0.2,0.3,2.0,-1.5,-0.8,-0.6,-0.9,-0.3
N#CCCn1nc(-c2ccccc2)cc1Nc1ccccc1NC(=O)C(F)(F)F,-8.7,-0.4,-1.4,-2.6,0.0,-2.2,-1.2,1.3,-1.9,1.8,-0.5
CCN(CC)c1ccc(S(=O)(=O)N2CCOCC2)cc1NC(=O)CNCc1ccccc1,-4.7,1.0,-1.3,2.0,-2.3,-0.3,-0.9,-0.6,1.2,-21.6,0.7
CC(C)C(NS(=O)(=O)c1cccc2nsnc12)C(=O)N1CCCCC1 (stereo not drawn),-0.8,1.5,-1.0,0.7,-0.1,-1.7,-0.6,0.2,-0.2,5.0,2.9
CC(=O)CCc1ccc(OCC(=O)Nc2cccc(S(=O)(=O)N(C)c3ccccc3)c2)cc1,-6.7,-0.3,-0.8,-0.3,0.0,1.9,-1.4,-3.1,-3.2,-4.4,-1.2

# Looked up above:
# CS(=O)(=O)N1CCC(C(=O)Nc2ccc3c(c2)OCO3)CC1 in hcDAF12 agonist: -0.9
# Cc1cccc(NC(=S)NNC(=O)CCn2nc(C)c([N+](=O)[O-])c2C)c1 in Rev-erbA mod: 1.1
